Bioassay records (PubChem)
GPR35 antagonists – GPR35 antagonists blocking zaprinast-driven arrestin recruitment, primary screen, imaging, U2OS, beta-arrestin-GFP, zaprinast agonist (AID 2058); inhibition, % at 10 µM, or IC50 in µM where a hit was titrated; U2OS GPR35 beta-arrestin-GFP translocation imaging, zaprinast antagonism; higher % means a stronger effect; actives 0.052% (n = 290,000);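 active means inhibition of at least 50% with at least 30 cells and total cytoplasm GFP at most 10,000,000; inconclusive means under 30 cells or total GFP of 10,000,000 plus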
NS5 inhibitors – Dengue-2 NS5 methyltransferase inhibitors, primary screen, biochemical, confirmation dose response (AID 588689); Dengue-2 NS5 methyltransferase capping enzyme assay, biochemical; higher % means a stronger effect; inhibition, % at 25 µM; hits with a dose series show IC50 in µM; actives 0.3% (n = 340,000); in the data active means a potency from the dose series; inconclusive means inhibition above about 29% without an active follow-up result
GPR55 LPI antagonism – GPR55 antagonists blocking LPI-driven arrestin recruitment, primary screen, imaging, U2OS, beta-arrestin-GFP, LPI agonist (AID 2013); one-dose inhibition, % at 10 µM; IC50 in µM for titrated hits; actives 0.13% (n = 290,000); U2OS GPR55 beta-arrestin-GFP translocation imaging, LPI antagonism; higher % means a stronger effect;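 active means spots per cell inhibited over 60%, with over 100 cells counted and total cytoplasm intensity under 500,000; inconclusive means wells with under 100 cells, flagged as likely toxic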;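 further: U2OS cells stably carrying GPR55 and arrestin-GFP stimulated by 5 µM LPI near EC80; imaged beta-arrestin-GFP aggregate spots per cell after agonist stimulation; plate controls were LPI-stimulated DMSO wells for no effect and DMSO wells without LPI for full effect; some results filed as inactive read as strong as hits; confirmed hits need IC50 under 10 µM and bright autofluorescent wells are also inconclusive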
GPR55 beta-arrestin – GPR55 agonists via beta-arrestin recruitment, primary screen, imaging, U2OS cells, beta-arrestin-GFP redistribution (AID 1961) | U2OS GPR55 beta-arrestin-GFP redistribution imaging; higher % means a stronger effect | one-dose activation, % at 10 µM; EC50 in µM for titrated hits | actives 0.048% (n = 290,000);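 active means activation above 40% with more than 50 cells counted in the well; inconclusive means wells holding fewer than 50 cells, flagged as toxic or sparse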;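 further: U2OS osteosarcoma cells stably expressing GPR55 and beta-arrestin-GFP; plate controls were DMSO negative control for no effect and LPI positive control for full effect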
HIV peptide binding – inhibitors of HIV fusion peptide binding, primary screen, biochemical, uHTS, fluorescence dequenching (AID 1986); cell-free peptide binding, fluorescence dequenching, 30 min; higher % means a stronger effect; actives 0.3% (n = 290,000); one-dose inhibition, % at 20 µM; IC50 in µM for titrated hits; in the data active means inhibition mostly above about 52%, no sharp cut-off; inactive means mostly below about 76%; further: some results filed as inactive read as strong as hits
NOD1 NF-kB reporter – inhibition of NOD1-driven NF-kB reporter – cell-based, luminescence, uHTS, primary screen (AID 1578) | NOD1-driven NF-kB luciferase reporter cells, luminescence; higher % means a stronger effect | inhibition, % at 4 µM; hits with a dose series show EC50 in µM | actives 1% (n = 290,000); in the data active means inhibition mostly above about 36%, no sharp cut-off; inactive means mostly below about 34%;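 further: HEK-293T reporter cells stimulated with the NOD1 agonist gamma-tri-DAP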
KOR beta-arrestin-1 – kappa opioid receptor blockers – cell-based, luminescence, uHTS (AID 1778); actives 0.091% (n = 290,000); inhibition, % at 10 µM; hits with a dose series show IC50 in µM; KOR beta-arrestin recruitment, luminescence, antagonist mode; higher % means a stronger effect; in the data active means inhibition above about 50%; further: strong numbers were not always called active
West Nile antiviral – West Nile virus antiviral activity, cell-based, CPE readout (AID 1621); West Nile virus-infected cells, CPE inhibition; higher % means a stronger effect; one-dose CPE inhibition, % at 10 µM; IC50 in µM for titrated hits; actives 0.02% (n = 290,000); in the data active means a potency from the dose series; inconclusive means CPE inhibition mostly from about 3.7% at the one dose, without a potency; inactive means the rest, 99 in 100 with CPE inhibition below about 2.2%; further: strong numbers were not always called active
KOR beta-arrestin-2 – kappa opioid receptor activators – cell-based, luminescence, uHTS, primary screen (AID 1777) | one-dose activation, % at 10 µM; EC50 in µM for titrated hits | KOR beta-arrestin recruitment, luminescence; higher % means a stronger effect | actives 0.02% (n = 280,000); in the data active means activation above about 50%, passing the limit was not always enough; further: a part of the inactive calls stands beside numbers as strong as those of hits
NS5 inhibitors pilot replicate – second read-out of NS5 inhibitors, no call of its own (marks repeat the call); inhibition, %; measured here: pilot screen replicate inhibition
Active calls of the source: *; ? = inconclusive; / = no result given; [ ] = dose if it differs, or a comment. Some of the compounds tested (hit frequency here may not be typical).

SMILES	GPR35 antagonists	NS5 inhibitors	GPR55 LPI antagonism	GPR55 beta-arrestin	HIV peptide binding	NOD1 NF-kB reporter	KOR beta-arrestin-1	West Nile antiviral	KOR beta-arrestin-2	others
COc1ccc(Oc2ccc(/C=C/C(=O)c3ccc(O)cc3)cc2[N+](=O)[O-])cc1	18%	-4%	4%	6.6%	5.7%	58%	31%	-1.8%	1.3%
O/N=C1/CC/C(=N\O)c2nn(-c3ccccc3)nc21	11%	-4%	3%	0.2%	-0.8%	-21%	1%	-0.8%	-3.2%
CCN1C(=O)C(CC(=O)Nc2ccccc2Cl)N(NC(=O)c2cccc(F)c2)C1=S (centres undefined)	-7%	0%	2%	-0.1%	0.3%	-2%	15%	-0.6%	-0.2%
CN1CCN(CCNC(=O)Nc2ccccc2C(F)(F)F)CC1	6%	-12%	19%	0.2%	0.5%	1%	19%	-0.3%	-2.1%
C=CCNc1nc(N)c([N+](=O)[O-])c(NC2CCCCC2)n1	8%	3%	-7%	0.0%	0.2%	-13%	13%	0.9%	-2.2%
CCN1C(=O)/C(=C/c2c(C)nn(C)c2C)SC1=S	-16%	-28%	-13%	-0.2%	1.5%	6%	-34%	0.0%	-2.8%
CCOc1ccc(NC(=O)CNC(=O)Cc2ccccc2)cc1	-1%	-8%	9%	0.5%	-1.3%	-37%	-13%	0.2%	-7.2%
O=C(CCn1cncn1)N1CCCC(N2CCN(c3cccc(C(F)(F)F)c3)CC2)C1 (centres undefined)	10%	5%	6%	-0.1%	0.4%	-33%	-3%	-0.7%	1.0%
CC(Oc1ccc2ccc(=O)oc2c1)C(=O)c1ccccc1 (centres undefined)	-2%	-4%	-3%	-0.3%	-0.2%	-26%	-38%	-1.1%	6.6%
CC(N)C12CC3CC(CC(O)(C3)C1)C2 (centres undefined)	-5%	1%	2%	0.3%	0.4%	20%	-2%	-0.2%	12%
CCOc1cc(/C=N/Nc2cccc(C(=O)O)c2)ccc1OCC(=O)N1CCCCC1	-3%	/	-5%	-0.1%	7.6%	-42%	3%	-0.1%	3.4%
Cc1cc[n+](CC(=O)Nc2ccccc2)cc1	8%	-2%	-3%	0.4%	-1.9%	45%	-30%[20 µM]	-0.1%	-1.8%
COc1ccc(-c2nnsc2N2C(=O)c3ccccc3C2=O)cc1	3%	/	5%	-0.1%	1.9%	-7%	-15%	-0.1%	-1.7%
COc1cccc(NC(=S)NC(=O)c2cccnc2)c1	-2%	-14%	5%	-0.2%	0.7%	-38%	25%[20 µM]	1.8%	-10%
Cc1ccc(OCC(=O)NNC(=O)c2cc(C)[nH]n2)cc1	2%	-4%	-7%	-0.3%	0.3%	0%	-8%	1.0%	15%
CCC(C)NC(=O)C1CCCN(S(=O)(=O)c2ccc3c(c2)CC(C)N3C(C)=O)C1 (centres undefined)	6%	-8%	8%	-0.1%	1.1%	-19%	-26%[20 µM]	-0.7%	-3.2%
CCOC(=O)C1CCCCN1C(=O)CCc1nnc(-c2ccc3c(c2)OCO3)o1 (centres undefined)	5%	-2%	9%	-0.1%	1.4%	-66%	-2%	-0.1%	8.8%
C(=N\Nc1nn2cnnc2c2ccccc12)/c1ccco1	-3%	-10%	-4%	1.5%	1.2%	-3%	-23%	-0.6%	4.6%
COc1ccccc1NC(=O)CSc1n[nH]c(-c2cccnc2)n1	4%	-1%	-4%	-0.1%	-0.5%	-15%	13%	1.3%	7.2%
O=C1C=C(c2ccccc2)C(O)(c2ccccc2)C1 (centres undefined)	-4%	-4%	-5%	-0.1%	-4.8%	4%	-15%	0.5%	1.5%
CCOC(=O)/C(C(=O)Nc1ccccc1Cl)=C1/NC(C)(C)Cc2ccccc21	-2%	-3%	1%	-0.3%	-0.2%	4%	-2%	0.0%	-1.6%
O=C(c1cc(C2CC2)on1)N1CCN(c2ccc(F)cc2)CC1	9%	-1%	1%	-0.3%	-0.2%	-26%	4%	-0.3%	-3.4%
CC(=O)NC(C(=O)OCC(=O)N(c1ccccc1)c1ccccc1)C(C)C (centres undefined)	6%	4%	3%	-0.1%	-1.6%	-3%	-10%	?	-0.5%
CCOc1[nH]n(-c2ccccc2)c(=O)c1C=Nc1ccccc1	0%	-8%	-5%	0.3%	0.3%	-25%	-25%	-0.6%	-1.0%
CCOCCCNC(=O)c1cn(CC)c2ccc(S(=O)(=O)N(C)C3CCCCC3)cc2c1=O	-9%	-3%	16%	-0.1%	-0.3%	7%	23%	0.2%	5.4%
O=C(CSc1nc2[nH]ncc2c(=O)[nH]1)NCc1ccccc1	-3%	-1%	2%	0.2%	-0.1%	-26%	-6%	-0.2%	0.8%
CC(C)c1cc(C(=O)Nc2cccc(Cl)c2)no1	0%	0%	-8%	0.3%	0.2%	-2%	-36%	0.3%	4.3%
COc1cccc(/C=C2/NC(=O)N(CC(=O)Nc3ccc(C)cc3)C2=O)c1OCc1cccc(C(=O)O)c1	4%	-4%	7%	0.0%	19%	-17%	3%	0.6%	-0.4%
COc1ccc(C(=O)c2c(C)oc3cc([N+](=O)[O-])c(O)c([N+](=O)[O-])c23)cc1	1%	15%	-1%	-0.2%	11%	-2%	-38%	/	-2.3%
Cc1cccc(C(=O)Nc2ncc(CN3CCOCC3)s2)c1	7%	-1%	-3%	-0.1%	-0.6%	-6%	25%	-0.5%	-1.0%
COc1ccccc1C(=O)Nc1ccc2c(c1)CN(C(=O)CSC)CC2	-7%	-2%	0%	-0.1%	0.2%	-14%	-20%	-0.3%	-1.7%
Nc1c(C(=O)NCCC2=CCCCC2)sc2ccc(S(=O)(=O)N3CCCCC3)cc12	8%	/	21%	-0.2%	0.2%	-18%	26%	-1.7%	1.9%
C/C(=N\NC(=O)CNC(=O)c1ccc2c(c1)OCO2)c1ccco1	0%	3%	1%	-0.2%	1.2%	-4%	2%	0.4%	-0.7%
CCCCNC(=O)CCc1nc2cccnc2n1Cc1ccc(OC)cc1	4%	-10%	-1%	0.0%	17%	-8%	-14%	-0.8%	-4.0%
Cc1noc(C)c1COc1ccc(C(=O)OCC(=O)Nc2ccc3ccccc3c2)cc1	7%	-4%	-5%	-0.1%	-1.9%	-11%	0%	0.5%	-3.3%
CCOC(=O)CSc1nc2ccc(C)cc2cc1C#N	2%	-2%	6%	-0.1%	2.1%	-95%	-12%	-0.5%	7.1%
COc1ccc(C(=O)ON=C2c3ccccc3-c3ccccc32)cc1OC	?	2%	-6%	0.3%	0.6%	26%	-37%	-0.2%	0.8%
O=C(CN(c1ccccc1Cl)S(=O)(=O)c1ccccc1)N/N=C/c1ccccc1C(=O)O	-12%	-2%	-1%	0.5%	2.4%	-39%	3%	-0.1%	-0.7%
C=CCc1ccccc1OCC(O)CN(C(C)C)C(C)C (centres undefined)	3%	3%	17%	-0.1%	1.0%	-33%	-11%	-0.2%	5.4%
Cc1ccc(S(=O)(=O)NCCC2=CCCCC2)cc1C(N)=O	-12%	2%	7%	0.2%	1.4%	32%	-24%	0.0%	0.3%
Cc1c(-c2ccc(O)cc2)nc2nc(-c3ccccc3)c(-c3ccccc3)nn12	?	/	?	0.2%	2.2%	-1%	5%	0.0%	-4.2%
CC(C)=CC(=O)OCC(=O)Nc1ccc(Cl)cc1	-4%	2%	0%	-0.1%	-0.8%	-14%	-30%[20 µM]	0.2%	1.1%
Cc1ccc(Nc2nnc(SC/C(O)=C(\C#N)c3nc4ccccc4[nH]3)s2)c(C)c1	6%	-5%	-9%	0.0%	16%	-3%	-40%	-0.3%	0.6%
O=Cc1ccccc1OCCOc1ccc([N+](=O)[O-])cc1	8%	-4%	8%	0.2%	2.4%	-28%	-15%	0.0%	5.0%
CCOc1cccc(Oc2ncccc2C(=O)/C(C#N)=C/N(C)C)c1	-6%	-4%	-2%	-0.1%	-2.3%	9%	-16%	/	4.5%
O=C(COc1ccc(/C=N/NC(=O)c2ccccc2)cc1)Nc1ccc([N+](=O)[O-])cc1	16%	-6%	-5%	0.2%	1.3%	24%	-26%	0.5%	6.1%
COCCn1c(C)cc(C(=O)CN2CCCCC2)c1C	5%	-5%	-4%	-0.4%	-0.6%	-28%	-7%	0.1%	1.9%
COc1ccc(NC(=O)c2cccc(N3C(=O)C4C5C=CC(C6CC56)C4C3=O)c2)c(OC)c1 (centres undefined)	-2%	-3%	10%	-0.1%	-0.8%	-1%	45%	-0.4%	-2.5%

Looked up one by one from the entries so far (2):
SMILES	GPR35 antagonists	NS5 inhibitors	GPR55 LPI antagonism	GPR55 beta-arrestin	HIV peptide binding	NOD1 NF-kB reporter	KOR beta-arrestin-1	West Nile antiviral	KOR beta-arrestin-2	others
CCOC(=O)/C(C(=O)Nc1ccccc1Cl)=C1/NC(C)(C)Cc2ccccc21	-2%	-3%	1%	-0.3%	-0.2%	4%	-2%	0.0%	-1.6%
Cc1ccc(S(=O)(=O)NCCC2=CCCCC2)cc1C(N)=O	-12%	2%	7%	0.2%	1.4%	32%	-24%	0.0%	0.3%

(listing goes on)
SMILES	GPR35 antagonists	NS5 inhibitors	GPR55 LPI antagonism	GPR55 beta-arrestin	HIV peptide binding	NOD1 NF-kB reporter	KOR beta-arrestin-1	West Nile antiviral	KOR beta-arrestin-2	others
COc1cccc(NC(=O)Cc2nnc(SCC(=O)NC(C)c3ccccc3)n2C)c1 (centres undefined)	14%	-3%	-2%	-0.1%	3.1%	-26%	21%	0.0%	-6.2%	NS5 inhibitors pilot replicate=3.5
C/C=C(/C)C(=O)O[C@@H]1c2c(ccc3ccc(=O)oc23)O[C@@H]1C(C)(C)OC(C)=O	-3%	2%	-7%	-0.3%	-1.5%	-34%	-6%	-0.2%	-2.7%
C/C(=C\C(=O)C(F)(F)F)Nc1ccc(C)cc1	8%	2%	4%	-0.1%	-1.8%	-33%	-22%	0.2%	0.5%
COc1ccc(CN2CCNC(=O)C2CC(=O)N(C)Cc2ccccn2)cc1OC (centres undefined)	4%	-1%	5%	0.5%	1.2%	-26%	-20%	0.2%	0.0%
COc1cc(C)nc(N2CCC(C(N)=O)CC2)n1	4%	-1%	-6%	0.2%	-0.9%	-2%	-1%	0.4%	1.4%
CC(C)(C)NC(=O)COC(=O)c1ccc2c(c1)C(=O)N(Cc1ccco1)C2=O	-19%	-1%	7%	0.2%	0.5%	-18%	2%	-0.1%	-1.0%
CCCOc1ccc2c(C)c(CC(=O)OC)c(=O)oc2c1	8%	-6%	5%	-0.1%	-0.4%	-26%	7%	-0.2%	-3.9%
O=C(/C=C\Nc1ccc2c(c1)OCO2)c1cccs1	-17%	-4%	2%	0.3%	-2.4%	-64%	-24%	-0.5%	-5.5%
CCN(c1cccc(C)c1)S(=O)(=O)c1c(C)[nH]c(=O)[nH]c1=O	7%	0%	1%	-0.1%	0.6%	-8%	-13%	0.3%	1.8%
